Screening data deposited in PubChem BioAssay by several laboratories.
CRFR2-BP ag – agonists of human CRF-binding protein/CRF-R2 receptor complex; HEK293 CRF-R2/CRF-BP, calcium dye fluorescence (FLIPR); percent of saturating CRF peptide response; activation, % at 13.2 µM; 0.46% of 350,000 active;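 active = activation of at least 50%, plus an integration ratio under a set limit after plate pattern correction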;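 also: plate controls were neutral control wells without compound for no effect and CRF at EC100 for full effect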
M4 antag – blocks acetylcholine activation of human M4 receptor; P08173; CHO-hM4 cells, ACh EC80, Fluo-8 calcium fluorescence; inhibition, % at 3 µM; 0.73% of 360,000 active; AID 624125;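 active = inhibition above its plate's cutoff, the mean inhibition of sample wells plus 3 SD, cut at about 27% in these data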;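 also: 0% = acetylcholine EC80 with DMSO and 100% = DMSO without agonist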
M5 antag – blocks acetylcholine activation of human M5 receptor; inhibition, % at 3 µM; AID 624040; 0.59% of 360,000 active; CHO-hM5 cells, Fluo-8 calcium fluorescence, ACh EC80;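 active = inhibition above a per-plate cutoff, the mean of that plate's test compounds plus 3 SD, cut at about 27% in these data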;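 also: 0% = acetylcholine EC80 with DMSO and 100% = DMSO without agonist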
CRFR2-BP antag – antagonists of CRF-binding protein/CRF-R2 receptor complex. AID 588475. 0.59% of 350,000 active. inhibition, % at 11.8 µM. HEK293 CRF-R2/CRF-BP, CRF-induced calcium fluorescence;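 active = inhibition of the ligand-induced calcium signal above about 50% at the single tested concentration, limit read from the data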
IDE cell inh – cellular human IDE inhibition. P14735. HEK cells, FAbetaB cleavage, fluorescence polarization. inhibition, % at 5.59 µM. 0.41% of 320,000 active;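 active = percent inhibition above the average of all tested compounds plus 3 SD, set per screening campaign, cut at about 16% in these data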;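 also: IDE supplied by intact live HEK cells; FP after avidin binding of uncleaved biotin substrate so inhibition keeps polarization high; 0% = DMSO wells and 100% = 60 µM reference IDE inhibitor Ii1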
Target sequence (P14735 whole entry, looked up): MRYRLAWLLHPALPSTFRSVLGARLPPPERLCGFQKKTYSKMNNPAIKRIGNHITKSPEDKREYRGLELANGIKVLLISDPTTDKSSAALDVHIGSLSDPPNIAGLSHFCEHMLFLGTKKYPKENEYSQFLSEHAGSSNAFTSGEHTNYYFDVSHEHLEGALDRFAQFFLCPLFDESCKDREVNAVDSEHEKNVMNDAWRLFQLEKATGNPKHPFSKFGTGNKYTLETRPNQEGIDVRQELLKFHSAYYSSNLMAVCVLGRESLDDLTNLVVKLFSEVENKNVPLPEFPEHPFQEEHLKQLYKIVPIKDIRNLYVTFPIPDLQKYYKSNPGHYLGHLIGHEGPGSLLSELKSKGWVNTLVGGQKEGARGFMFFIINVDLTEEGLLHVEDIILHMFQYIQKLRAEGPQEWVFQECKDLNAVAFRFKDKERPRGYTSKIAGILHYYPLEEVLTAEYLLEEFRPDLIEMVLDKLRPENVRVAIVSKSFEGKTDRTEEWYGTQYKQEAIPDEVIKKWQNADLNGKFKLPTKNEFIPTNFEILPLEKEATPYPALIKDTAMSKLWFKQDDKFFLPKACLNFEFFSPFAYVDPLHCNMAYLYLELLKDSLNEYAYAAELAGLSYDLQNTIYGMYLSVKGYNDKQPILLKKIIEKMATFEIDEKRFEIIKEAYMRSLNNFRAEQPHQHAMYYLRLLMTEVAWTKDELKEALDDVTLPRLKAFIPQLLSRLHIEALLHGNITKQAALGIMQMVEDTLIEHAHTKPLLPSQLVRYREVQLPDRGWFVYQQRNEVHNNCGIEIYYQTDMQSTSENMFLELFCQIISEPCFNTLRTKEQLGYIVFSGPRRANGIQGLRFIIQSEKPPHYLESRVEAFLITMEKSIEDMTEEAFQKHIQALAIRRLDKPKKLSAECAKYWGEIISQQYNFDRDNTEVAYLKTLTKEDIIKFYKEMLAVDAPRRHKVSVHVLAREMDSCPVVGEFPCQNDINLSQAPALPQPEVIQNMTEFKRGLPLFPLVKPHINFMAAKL
M5 PAM – potentiates acetylcholine response at human M5 receptor | P08912 | CHO-K1 hM5, Fluo-8 calcium, ACh EC20 PAM; 0% = ACh EC20, 100% = ACh EC100 | activation, % at 3 µM | 0.3% of 360,000 active;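 active = activation above the run cutoff, the mean activation of all test compounds plus 3 SD, cut at about 18% in these data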
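System – CHO-K1 hM5 cells · Compound – 3 µM, single dose · Incubation – compound preincubation 140 s before EC20 acetylcholine addition · Technique – Fluo-8 calcium fluorescence · Measure – Max/basal fluorescence ratio as % of EC20–EC100 ACh window · Benchmarks – low control EC20 acetylcholine (0%), high control EC100 acetylcholine (100%) · Replication – singlicate, one well per test compound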
M5 ag – agonists of human muscarinic M5 receptor (CHRM5); CHO-K1 hM5 cells, Fluo-8 calcium fluorescence; 0% DMSO wells, 100% maximal acetylcholine response; activation, % at 3 µM; 0.19% of 360,000 active;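 active = activation above the run's mean over test compounds plus 3 SD, cut at about 23% in these data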;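 also: signal is peak over basal fluorescence ratio across the kinetic read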
M4 PAM – CHRM4 positive allosteric modulation; P08173; activation, % at 3 µM; CHO-K1 hM4/Gqi5, Fluo-8 calcium fluorescence, ACh EC20; 0% = ACh EC20, 100% = maximal ACh; 0.4% of 360,000 active;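 active = activation above its plate's cutoff, the mean activation of sample wells plus 3 SD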; also: some results filed as inactive read as strong as hits
CHRM4 agonist – CHRM4 agonism in calcium assay; 0.14% of 360,000 active; P08173; CHO-K1 hM4/Gqi5, Fluo-8 calcium fluorescence; vehicle 0%, full acetylcholine response 100%; activation, % at 3 µM;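 active = activation above the run mean over all test wells plus 3 SD, cut at about 32% in these data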;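 also: peak over basal fluorescence ratio per well then scaled between controls; 0% = DMSO wells and 100% = acetylcholine at EC100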
Active calls of the source: *; x = no result given. Compounds as they come; about 2.9% have a hit in one of these screens.

no. | SMILES | M5 antag | M4 antag | IDE cell inh | CRFR2-BP antag | M5 ag
1 | CCc1ccc(Nc2ccc(S(=O)(=O)N3CCOCC3)cc2[N+](=O)[O-])cc1 | 8 | 5 | 3 | -19 | -2
2 | CC(NC(=O)CNC(=O)c1sc2ccccc2c1Cl)c1ccc(S(N)(=O)=O)cc1 (configuration not stated) | 2 | 0 | 4 | 18 | -1
3 | Cn1cc(C(=O)N/N=C/C=C/c2ccccc2)ccc1=O | -5 | -3 | -1 | 16 | 0
4 | CCn1c(CNC(=O)c2ccccc2Cl)cc2ccccc21 | 9 | -2 | 2 | 3 | -9
5 | CSCCC(NS(=O)(=O)c1c(Cl)cccc1Cl)C(=O)O (configuration not stated) | -3 | -4 | 9 | 12 | 5
6 | CCOc1cccc2sc(Cl)nc12 | 5 | -10 | -3 | -2 | 3
7 | COc1cc(OC)nc(Nc2nc(C(N)CCc3ccccc3)cs2)n1 (configuration not stated) | 7 | 15 | x | x | 5
8 | CCCCCC(=O)Nc1nnn(CCC)n1 | 4 | 13 | 3 | 3 | 1
9 | CSc1nc(O)cc(=O)n1-c1ccc(F)cc1 | 18 | 13 | -4 | 3 | 6
10 | COc1cc(/C=N/N(C)C2=NS(=O)(=O)c3ccccc32)cc(OC)c1OC | 20 | 11 | -1 | 15 | 1

no. | M5 PAM | M4 PAM | CHRM4 agonist | CRFR2-BP ag
1 | -1 | 2 | 1 | 2.3
2 | 0 | 6 | 1 | 0.1
3 | -1 | 2 | 1 | -2.1
4 | -7 | 1 | 3 | -0.7
5 | 0 | -2 | 2 | -1.2
6 | 0 | 0 | 1 | 0.9
7 | 0 | -7 | 14 | x
8 | 1 | 19 | 0 | -0.7
9 | -20 | -13 | 19 | -1.6
10 | -9 | -13 | 15 | -4.9

Remaining list, next part:
no. | SMILES | M5 antag | M4 antag | IDE cell inh | CRFR2-BP antag | M5 ag
11 | COc1ccccc1CNC(=O)C[n+]1ccccc1 | 1 | 3 | 3 | 9 | -8
12 | COC(=O)Nc1ccc(S(=O)(=O)N2CCN(c3ccc(F)cc3)CC2)cc1 | 0 | 5 | -3 | 10 | 1
13 | O=C(Cn1cnc2ccccc2c1=O)NC1CCCc2ccccc21 (configuration not stated) | -5 | -10 | -1 | 22 | -5
14 | O=C(Nc1cc2c(cc1Br)OCCO2)c1cccs1 | -3 | 5 | 3 | -2 | -5
15 | Cc1cc2nnc(SCC(=O)N3C(C)CCCC3C)n2c(N)n1 (configuration not stated) | 4 | 3 | -1 | -4 | 1
16 | Cc1cccc(N2CCN(C(=O)CCCn3c(=O)[nH]c4ccsc4c3=O)CC2C)c1 (configuration not stated) | 7 | -4 | 2 | 6 | 1
17 | Cc1ccc(C(=O)N/N=C\c2cc3c(cc2Br)OCO3)s1 | -1 | 7 | 2 | -34 | -1
18 | COc1cc(-c2ccc(NC(=O)c3ccc(C)cc3)c(OC)c2)ccc1NC(=O)c1ccc(C)cc1 | 9 | -2 | x | 1 | 2
19 | CCN1CCN(C/C(C)=C/c2ccccc2)CC1 | -2 | 4 | x | 6 | -14
20 | CC(C)N(CC#CCC(O)(c1ccccc1)c1ccccc1)C(C)C | 9 | 22 | 10 | 2 | -7

no. | M5 PAM | M4 PAM | CHRM4 agonist | CRFR2-BP ag
11 | 0 | 3 | 1 | 0.0
12 | -6 | -5 | 3 | -0.6
13 | -7 | 1 | 2 | -1.6
14 | -2 | 2 | 0 | 0.8
15 | -1 | 1 | 0 | -0.7
16 | -7 | -17 | 21 | 0.6
17 | -1 | -4 | 0 | -4.3
18 | -8 | 1 | 2 | 2.2
19 | 1 | -8 | 0 | 0.3
20 | -18 | -27 | 2 | -1.6

Continuation:
no. | SMILES | M5 antag | M4 antag | IDE cell inh | CRFR2-BP antag | M5 ag
21 | COC(=O)C1CCN(C(=O)c2cc(S(=O)(=O)N3CCCCC3)ccc2Cl)CC1 | 6 | 5 | -4 | 0 | 2
22 | Cc1ccc2nc(-c3ccccc3)c(-c3ccccc3)nc2c1 | 1 | -11 | 10 | -8 | 5
23 | O=C(NCCCC(NC(=O)OCc1ccccc1)C(=O)O)OCc1ccccc1 (configuration not stated) | 12 | 7 | -1 | 1 | -4
24 | CCOc1cccc2cc(C(=O)NCc3cccnc3)c(=O)oc12 | 1 | -1 | 2 | 13 | -1
25 | COc1ccc(CCNC(=O)c2sc3nc4n(c(=O)c3c2C)CCC4)cc1 | 5 | 2 | -4 | 8 | 1
26 | Cc1oc(-c2ccccc2F)nc1CS(=O)CC(=O)NCc1ccc(F)cc1 (configuration not stated) | 7 | -5 | 1 | -2 | 4
27 | COC1=CC(=O)OC(c2cccc(Cl)c2)C1 (configuration not stated) | 6 | 9 | x | x | 0
28 | Brc1cc2c(cc1/C=N/Nc1nc(N3CCCC3)nc(N3CCOCC3)n1)OCO2 | -4 | -18 | 3 | 7 | -2
29 | O=C(Cn1c(=S)[nH]c2ccccc2c1=O)N1CCN(c2ccccc2)CC1 | 7 | -4 | -2 | -6 | 1
30 | CCOC(=O)C1CCN(S(=O)(=O)c2cnc[nH]2)CC1 | 4 | 6 | 2 | 11 | 1

no. | M5 PAM | M4 PAM | CHRM4 agonist | CRFR2-BP ag
21 | -1 | 12 | 0 | -0.5
22 | 2 | 6 | -1 | 2.0
23 | 0 | -1 | 0 | -0.5
24 | -7 | 2 | 1 | -2.1
25 | -3 | 13 | 5 | -2.0
26 | -5 | -3 | 18 | -0.5
27 | -4 | 8 | 1 | x
28 | -1 | 12 | 2 | -0.3
29 | 5 | 3 | 1 | -2.1
30 | 4 | -4 | 0 | 2.9

Next section.
no. | SMILES | M5 antag | M4 antag | IDE cell inh | CRFR2-BP antag | M5 ag
31 | Cc1ccc(SC[C@H](C)CN2CCC(NC(=O)OCc3ccccc3)CCC2=O)cc1 (some centres not stated) | -2 | -20 | x | x | 1
32 | Cc1ccc(NC(=O)Nc2cc(S(=O)(=O)N(C)C)ccc2C)cc1 | 7 | -2 | 3 | -13 | -4
33 | COc1ccc(C2NC(=O)NC(C)=C2C(=O)OC2CCCCC2)cc1OC (configuration not stated) | 11 | 1 | 6 | 5 | -3
34 | O=C1N=c2ccccc2=C1c1sc(Nc2ccc(O)cc2)nc1O | 1 | -3 | x | 60* | -1
35 | CCCc1ccc(C(=O)NNc2ccc(F)cc2)cc1 | 13 | -4 | -2 | -1 | -4
36 | O=C(COc1ccccc1)NCC(c1cccs1)N1CCOCC1 (configuration not stated) | 5 | -4 | -9 | -2 | 1
37 | NC(=O)c1c(NC(=O)c2ccncc2)sc2c1CCCCCC2 | 2 | 5 | -8 | -9 | 12
38 | Cc1onc(-c2ccccc2Cl)c1C(=O)N1CCN(C)CC1 | 10 | -1 | -3 | 6 | -2
39 | CN(Cc1nc(-c2cccs2)no1)CC1COCCO1 (configuration not stated) | 13 | -7 | -1 | -1 | -2
40 | COc1ccc(NC(=O)c2sc(SCc3ccccc3)nc2N)cc1 | -9 | -2 | 10 | 26 | -10

no. | M5 PAM | M4 PAM | CHRM4 agonist | CRFR2-BP ag
31 | -6 | 14 | 7 | x
32 | -1 | -5 | 3 | -0.1
33 | -1 | 0 | 1 | -5.7
34 | 0 | -4 | 0 | 1.6
35 | 2 | -2 | 0 | -0.9
36 | -4 | -6 | 1 | -0.4
37 | -4 | -6 | 19 | 0.6
38 | 5 | 1 | 0 | 0.0
39 | -4 | 6 | 1 | 1.6
40 | 1 | 1 | 1 | -2.0

Only M5 PAM and M4 PAM, for some of the entries so far:
cpd	smiles	M5 PAM	M4 PAM
37	NC(=O)c1c(NC(=O)c2ccncc2)sc2c1CCCCCC2	-4	-6
38	Cc1onc(-c2ccccc2Cl)c1C(=O)N1CCN(C)CC1	5	1
39	CN(Cc1nc(-c2cccs2)no1)CC1COCCO1 (configuration not stated)	-4	6
40	COc1ccc(NC(=O)c2sc(SCc3ccccc3)nc2N)cc1	1	1

Random excerpt: two entries already listed.
no. | SMILES | M5 antag | M4 antag | IDE cell inh | CRFR2-BP antag | M5 ag
37 | NC(=O)c1c(NC(=O)c2ccncc2)sc2c1CCCCCC2 | 2 | 5 | -8 | -9 | 12
26 | Cc1oc(-c2ccccc2F)nc1CS(=O)CC(=O)NCc1ccc(F)cc1 (configuration not stated) | 7 | -5 | 1 | -2 | 4

no. | M5 PAM | M4 PAM | CHRM4 agonist | CRFR2-BP ag
37 | -4 | -6 | 19 | 0.6
26 | -5 | -3 | 18 | -0.5

(more compounds)
no. | SMILES | M5 antag | M4 antag | IDE cell inh | CRFR2-BP antag | M5 ag
41 | CN(C)c1nc(SCc2ccccc2Cl)nc2c1CCCC2 | -1 | 0 | 0 | 4 | -3
42 | CCOC(=O)C(CSCC(=O)c1ccc(Cl)cc1Cl)NC(=O)OC(C)(C)C (configuration not stated) | -4 | -12 | 1 | 15 | -2
43 | CC(C)NC(=O)c1ccc2c(c1)N(CC(=O)NC1CCCCC1)C(=O)C(C)(C)O2 | 8 | -15 | x | -1 | -3
44 | CCc1cc2c(=O)n(CC)c(SC(C)C(=O)Nc3c(C)n(C)n(-c4ccccc4)c3=O)nc2s1 (configuration not stated) | -1 | -2 | 2 | 7 | -6
45 | COc1cccc2cc(C(=O)CS(=O)(=O)c3ccc(C)cc3)c(=O)oc12 | 3 | 0 | 1 | -3 | -4
46 | CCN(CC)S(=O)(=O)c1ccc(N2CCOCC2)c(NS(=O)(=O)c2ccc(C)cc2)c1 | -11 | 0 | 0 | 14 | 2
47 | C=CCSc1n[nH]c(-c2ccc(OCCC)cc2)n1 | -1 | -6 | -7 | -44 | -5
48 | Cc1ccc(S(=O)(=O)N2CCCCC2)cc1NC(=O)C1CCC1 | 4 | 8 | -5 | -11 | 4
49 | CC(Oc1ccc(Cl)cc1Cl)C(=O)NCCCN(C)C (configuration not stated) | 14 | 0 | 0 | -2 | -3
50 | CN(C)c1nc(Nc2ccc(F)cc2)nc(Oc2ccc(F)cc2)n1 | -3 | 4 | -8 | 11 | 8

no. | M5 PAM | M4 PAM | CHRM4 agonist | CRFR2-BP ag
41 | -4 | 13 | -2 | 1.9
42 | -4 | -5 | 4 | 3.4
43 | 4 | 6 | 1 | -0.8
44 | 4 | 7 | -3 | -2.7
45 | 0 | 5 | 1 | -0.2
46 | 1 | 4 | 0 | 2.7
47 | -1 | 21 | -2 | -1.0
48 | -6 | 2 | 2 | 2.8
49 | -9 | -3 | 3 | 1.9
50 | -3 | -4 | -1 | 1.0

The list continues:
no. | SMILES | M5 antag | M4 antag | IDE cell inh | CRFR2-BP antag | M5 ag
51 | COc1ccccc1CCC(=O)OCC(=O)N1CCN(S(=O)(=O)c2ccc(C)cc2C)CC1 | 4 | 6 | -1 | 11 | 0
52 | c1ccc(Cn2cc(-c3ccccc3)cn2)cc1 | 14 | -14 | 8 | 2 | -2
53 | COc1ccccc1NC(=O)COc1ccc(C(F)(F)F)cc1[N+](=O)[O-] | 8 | 5 | 2 | -6 | -2
54 | Clc1cccc(NCc2nnc(SCc3ccccc3)o2)c1 | 10 | -3 | 5 | 5 | -4

no. | M5 PAM | M4 PAM | CHRM4 agonist | CRFR2-BP ag
51 | -2 | -4 | 8 | 5.5
52 | 3 | 14 | 3 | 0.1
53 | -2 | 2 | 1 | 0.1
54 | -16 | 2 | -1 | 0.3
